Bioassay records (PubChem BioAssay)
Growth percent in the NCI-60 one-dose screen (48 h, 10 µM unless noted): 100 = growth as untreated, 0 = no growth, -100 = all killed.
RXF 393 – RXF 393 renal cancer cells; 77,000 compounds, 6.9% hits; AID 1794773
PC-3 – PC-3 prostate cancer cells. 80,000 compounds, 3.9% hits
A498 – A498 renal cancer cells; 76,000 compounds, 5.4% hits
TK-10 – TK-10 renal cancer cells. 81,000 compounds, 3.9% hits. AID 1794769
UO-31 – UO-31 renal cancer. 81,000 compounds, 5.2% hits
786-0 – 786-0 renal cancer cells | 81,000 compounds, 5.1% hits | AID 1794775
SN12C – SN12C renal cancer cells; 81,000 compounds, 3.8% hits; AID 1794767
ACHN – ACHN renal cancer. AID 1794771. 81,000 compounds, 4.9% hits
CAKI-1 – CAKI-1 renal cancer | 75,000 compounds, 4.7% hits | AID 1794772
* marks the source's active call; other numbers are inactive results; nt = no result given; & = joins results of further samples; [ ] = dose if it differs, or a comment. The calls were made as follows: active = growth percent below 10; inactive = the rest.

SMILES	RXF 393	PC-3	A498	TK-10	UO-31	786-0	SN12C	ACHN	CAKI-1
N#CCCN(C(=O)Nc1ccc(Cl)c(Cl)c1)C1CCCCC1	102&108	96&89	80&92	90&101	71&80	86&89	88&81	92&98	79&72
CCn1cc(C(=O)O)c(=O)c2cc(F)c(N3CCN(C(C)C(=O)Nc4ccc(/C(C)=N\O)cc4)CC3)cc21 (configuration not stated)	106	89	99	116	85	96	92	106	nt
NC(=O)CN1CCN(c2ccccc2Cl)CC1	112	105	nt	116	83	92	109	103	96
CCCCCCN1CCN(Cc2ccc(N(CC)CC)cc2)C(=O)C1=O	7.7*	13	-4.5*	25	35	51	51	52	42
O=[N+]([O-])c1cnc(Nc2ccc(N3CCOCC3)nc2)nc1Oc1ccc(C(F)(F)F)cc1	112	nt	117	108	83	100	96	98	93
Cc1ccc(S(=O)(=O)OC2CCC3(C)C(=CCC4C3CCC3(C)C(C(C)CCCC(C)C)CCC43)C2)cc1 (configuration not stated)	95	99	107	123	91	99	106	104	93
Cc1cc(N2CCN(CC(=O)Nc3ccc4c(ccn4Cc4ccccc4)c3)CC2)nc(Cl)n1	94	71	67	93	63	93	87	91	70
Cc1cccc(C)c1[N+](=O)[O-]	110	95	90	108	90	110	106	116	103
O=C(Nc1cc(Cl)cc(Cl)c1)N1CCOCC1	109	102	90	115	87	101	94	112	97
COC1/C=C/OC2(C)Oc3c(C)c(O)c4c(O)c(c(/C=N/N(c5ccccc5)c5ccccc5)c(O)c4c3C2=O)NC(=O)C(C)=C/C=C/C(C)C(O)C(C)C(O)C(C)C(OC(C)=O)C1C (configuration not stated)	-53*	39	91	56	66	106	71	65	67
O=C(SC(=O)c1ccccc1)c1ccccc1	128	96	98	110	92	118	100	nt	101
NS(=O)(=O)c1ccc(-n2ncc3c(N/N=C/c4ccccc4)ncnc32)cc1	-19*	81	111	94	69	93	93	95	53
Nc1ccc(S(=O)(=O)N(CCO)CCO)cc1[N+](=O)[O-]	118	105	105	101	76	100	91	101	100
NS(=O)(=O)c1ccc(CN2C(=O)CCC2=O)cc1	107	98	80	99	74	113	109	102	96
CC[C@H]1OC(=O)C[C@@H](O)[C@H](C)[C@@H](O[C@@H]2O[C@H](C)[C@@H](O[C@H]3C[C@@](C)(O)[C@@H](O)[C@H](C)O3)[C@H](N(C)C)[C@H]2O)[C@@H](CC=O)C[C@@H](C)C(=O)/C=C/C(C)=C/[C@@H]1CO[C@@H]1O[C@H](C)[C@@H](O)[C@@H](OC)[C@H]1OC	110	95	134	111	77	98	108	99	92
C[C@@H](C[C@H](CCO)c1ccc2c(c1)OCCO2)c1ccc2ccccc2c1	97	81	108	89	72	103	88	94	94
Cc1ccc(C2=NN(c3ccc(S(C)(=O)=O)cc3)C(=O)CC2)cc1	15	29	nt	67	41	38	40	54	nt
CN1CCN(C(=O)Cn2c(-c3ccc(Cl)cc3)csc2=N)CC1	108	83	80	86	89	97	93	99	86
COc1cc(NCCC(C)=O)c([N+](=O)[O-])cc1OC	113	99	126	106	99	107	109	105	nt
CC1=NN(c2ccc(Cl)cc2S(=O)(=O)O)C(=O)C1N=Nc1ccc(OS(=O)(=O)c2ccc(C)cc2)cc1 (configuration not stated)	83	91	97	113	91	105	110	nt	100
CC1(C)N=C(N)N=C(N)N1c1cccc(Br)c1	67	38	104	52	50	10	37	30	70
COc1ccc2cc(-c3csc(Nc4cccc5ccccc45)n3)c(=O)oc2c1	89	75	nt	149	64	96	93	87	94
CCCCN(CC)CC(CC)Nc1cc(OC)cc2cccnc12 (configuration not stated)	122	96	112	100	102	107	100	104	111
C=CCOc1nc2c(c(=O)n(C)c(=O)n2C)n1C	93	96	96	109	80	108	113	112	99
CC(=O)NC(C)(C)C(=O)N1CCC[C@H]1C(=O)NC(C)(C)C(=O)N[C@@H](C)C(=O)NC(C)(C)C(=O)N[C@@H](C)C(=O)N[C@@H](CCC(N)=O)C(=O)NC(C)(C)C(=O)N[C@H](C(=O)NC(C)(C)C(=O)NCC(=O)N[C@@H](CC(C)C)C(=O)NC(C)(C)C(=O)N1CCC[C@H]1C(=O)N[C@H](C(=O)NC(C)(C)C(=O)NC(C)(C)C(=O)N[C@@H](CCC(N)=O)C(=O)N[C@@H](CCC(N)=O)C(=O)N[C@H](CO)Cc1ccccc1)C(C)C)C(C)C	83[4.25 µM]	28[4.25 µM]	82[4.25 µM]	87[4.25 µM]	96[4.25 µM]	97[4.25 µM]	32[4.25 µM]	110[4.25 µM]	nt
Following part:
SMILES	RXF 393	PC-3	A498	TK-10	UO-31	786-0	SN12C	ACHN	CAKI-1
COc1cc2c3c(n(C4CCNCC4)c(=O)c2cc1OC)-c1cc2c(cc1C3=O)OCO2	-56*	nt	nt	76	-70*	-60*	-69*	-82*	21
COc1ccc(-c2nn(-c3cccc(Cl)c3)cc2-c2c(C#N)c(=O)n3[nH]c(-c4ccc(C)cc4)nc3c2C#N)cc1	28	69	nt	58	35	3.8*	61	43	15
Cc1cc2c(n1Cc1ccccc1)CSc1cc(S(=O)(=O)c3ccccc3)c(=O)[nH]c1-2	109[100 µM]	82[100 µM]	116[100 µM]	99[100 µM]	89[100 µM]	109[100 µM]	99[100 µM]	85[100 µM]	86[100 µM]
O=C(CNc1ccc(S(=O)(=O)N2CCCCC2)cc1)N1CCN(c2ccccc2)CC1	73	74	83	118	56	91	98	83	92
Cc1ccc(NC(=O)Nc2cc(C(C)C)ccc2C)cc1	105	90	93	96	85	88	98	104	nt
NNC(=O)COc1ccccc1	112	96	95	87	88	102	92	96	96
Cc1ccc(-c2nn(-c3ccccc3)cc2/C=C/C(=O)OCc2cn(-c3ccc(C)cc3)nn2)cc1	117	82	89	117	79	101	86	94	83
COc1ccc(C2=CC(c3cc(OC)c(OC)c(OC)c3)NC(=S)N2)cc1OC (configuration not stated)	118	101	97	119	85	100	95	nt	93
COc1ccc(Oc2nc(NC3CCCCCC3)nc(Sc3ccc(OC)cc3)n2)cc1	82	69	74	105	67	87	88	85	nt
CCCCCCN(CCCCCC)CCCNc1nccc2ccccc12	29	20	nt	40	15	5.9*	19	19	21
O=C(O)/C(Cl)=C/Cl	131	86	107	111	113	97	nt	107	102
c1ccc(-n2ccc3c2-c2oncc2CC3)cc1	114	90	85	97	90	98	103	100	106
COc1cc(-n2cc(COc3ncnc4sc5c(c34)CCCC5)nn2)cc(OC)c1OC	82	67	nt	105	49	90	72	78	64
OCCc1nccnn1	nt	93	91	94	91	100	100	95	60
COc1cc(/C=N/NC(=O)COc2cc(=O)[nH]c3cc(C)ccc23)cc(OC)c1OC	94	102	94	93	86	96	98	102	96
CC1=CCC(C(C)C)C=C1 (configuration not stated)	96	101	82	106	84	104	103	108	104
CNC(=O)c1cc(Oc2cccc3nc(Nc4ccc(Oc5ccccc5)cc4)ccc23)ccn1	91	35	74	78	58	73	81	81	68
S=C1CCC2C(=S)N3C(=S)CCC3C(=S)N12 (configuration not stated)	113	96	nt	132	74	106	101	101	98
Cc1nn(CC(O)c2ccccc2)c(N)c1C(=O)N/N=C\c1ccc(OC(F)F)c(Oc2ccccc2)c1 (configuration not stated)	102	87	82	96	81	97	96	94	92
O=S(=O)(Cc1ccc(Cl)cc1)Cc1ccc(Cl)cc1	116	nt	78	93	87	88	100	109	91
COC(=O)[C@]12CC[C@@H](C)[C@H](C)[C@@H]1C1=CC[C@@H]3[C@@]4(C)C(c5cnco5)=C[C@@](C)(CO)C4=CC[C@@]3(C)[C@]1(C)CC2	nt	13	nt	70	44	71	56	25	34
COc1cc2oc(-c3cccc(NC(=O)[C@H](Cc4ccccc4)NC(=O)OC(C)(C)C)c3)cc(=O)c2c(OC)c1OC	31	40	78	45	18	44	32	18	32
O=S(=O)(NCCCNc1nccc(-c2c(-c3ccc(F)cc3)nc3sccn23)n1)c1ccc2ccccc2c1	67	36	62	35	13	56	49	39	33
COc1ccccc1CNCCCN1C(=O)c2ccc3c4c(ccc(c24)C1=O)C(=O)N(CCCNCc1ccccc1OC)C3=O	-94*	-60*	nt	-78*	-84*	-50*	-78*	-47*	-29*
Clc1ccccc1Cc1cn2cc(-c3ccc(Br)cc3)nc2s1	130	91	97	121	92	98	93	101	85
Later entries
SMILES	RXF 393	PC-3	A498	TK-10	UO-31	786-0	SN12C	ACHN	CAKI-1
C=C(C)Cc1cc(C)ccc1O	124	96	108	107	98	98	98	106	106
COc1ccc(/C=N/Nc2cc(=O)[nH]c3ccc(Cl)cc23)cc1OC	86	98	98	114	84	102	98	95	80
CN(C)C(=O)N1CCc2ccc([N+](=O)[O-])cc21	102	101	104	103	90	99	106	104	101
COCCOCCCl	119	84	91	102	97	105	104	113	99
NS(=O)(=O)c1ccc(CCN2C(=O)/C(=C\c3ccc(Cl)cc3)C=C2c2ccc(-c3ccccc3)cc2)cc1	82	28	84	93	59	64	97	75	87
Cc1cccc(C(=O)C(O)c2cccc(C)n2)n1 (configuration not stated)	105	97	117	103	77	102	93	105	92
COc1ccc(S(=O)(=O)n2cc(C(=O)C(=O)Nc3ccncc3)c3ccccc32)cc1	87	67	74	80	55	81	90	86	59
CN(C(=O)/C=C/c1ccco1)c1ccccc1	127	109	103	113	88	110	109	109	100
CCOC(=O)c1cnn2c(-c3ccc(Cl)cc3)nc(NCCc3ccccc3)nc12	107	81	96	102	78	104	98	107	nt
CCS(=O)(=O)Nc1cccc(Nc2c3cccc(C)c3nc3c(C)cccc23)c1OC	35	21	-1.1*	29	11	-42*	12	-1.6*	11
O=C(N/N=C\c1cc(Br)cc(Br)c1O)N/N=C/c1cc(Br)cc(Br)c1O	nt	-1.3*	70	65	31	47	59	52	41
O=C(N(c1ccccc1)c1ccccc1)n1ccc2nc(Cl)nc(Cl)c21	33	nt	81	74	57	80	54	65	53
Cc1ccc(-c2cc(C(=O)N3N=C(c4ccc(N)cc4)CC3c3ccc(Cl)cc3)c3ccccc3n2)cc1 (configuration not stated)	-0.3*	15	0.3*	24	43	24	49	52	24
CCOC(=O)/C(C)=N\Nc1cccc([N+](=O)[O-])c1	121	86	110	134	83	103	96	101	87
COc1ccc([N+](=O)[O-])cc1NS(=O)(=O)c1ccc(C)cc1	96	92	89	109	90	95	99	95	93
CN(c1ccc(C(=O)NCCSCc2ccco2)cc1)S(C)(=O)=O	123	94	87	101	91	102	102	102	87
CC(=O)N1N=C(c2ccc(C)cc2)CC1c1ccc(Oc2ccc(Cl)cc2)cc1 (configuration not stated)	90	89	44	70	47	73	79	99	71
CN(C)CCCSSCCCN(C)C	109	103	100	120	87	97	106	95	94
Cc1ccc(/C=C/C(=O)c2ccc(NC(=O)CSc3nc4[nH]c(=O)n(C)c(=O)c4[nH]3)cc2)cc1	nt	104	100	110	76	102	98	97	85
Cc1ccc(N2CCC(=O)NC2=S)cc1	102	97	101	104	89	102	104	105	94
COC(C)C(NC(=O)C1CCCN1C)C1OC(SCCOC(=O)c2ccccc2O)C(O)C(O)C1O (configuration not stated)	89	93	103	94	96	107	100	110	101
N#C/C(=C\c1ccc(Cl)cc1)c1nc2ccccc2s1	102	nt	93	97	84	92	92	73	80
CC(C)Sc1nc(NCCc2c[nH]c3ccccc23)c(C#N)c(-c2ccccc2)n1	-28*	13	23	67	32	1.5*	nt	33	34
O=C(c1nc2ccccc2[nH]1)C1C(c2cccs2)C2CC3CCCC[C@H]3N2[C@@]12C(=O)Nc1cc(Cl)ccc12 (some centres not stated)	61	42	nt	85	50	72	81	72	36
O=c1[nH]c(=O)n(C2OC(CO)C(O)C2O)c2c1CCCC2 (configuration not stated)	103	93	93	101	94	107	97	112	99

No new results follow: 7 of the compounds above.
SMILES	RXF 393	PC-3	A498	TK-10	UO-31	786-0	SN12C	ACHN	CAKI-1
N#CCCN(C(=O)Nc1ccc(Cl)c(Cl)c1)C1CCCCC1	102&108	96&89	80&92	90&101	71&80	86&89	88&81	92&98	79&72
CCn1cc(C(=O)O)c(=O)c2cc(F)c(N3CCN(C(C)C(=O)Nc4ccc(/C(C)=N\O)cc4)CC3)cc21 (configuration not stated)	106	89	99	116	85	96	92	106	nt
NC(=O)CN1CCN(c2ccccc2Cl)CC1	112	105	nt	116	83	92	109	103	96
CCCCCCN1CCN(Cc2ccc(N(CC)CC)cc2)C(=O)C1=O	7.7*	13	-4.5*	25	35	51	51	52	42
O=[N+]([O-])c1cnc(Nc2ccc(N3CCOCC3)nc2)nc1Oc1ccc(C(F)(F)F)cc1	112	nt	117	108	83	100	96	98	93
Cc1ccc(S(=O)(=O)OC2CCC3(C)C(=CCC4C3CCC3(C)C(C(C)CCCC(C)C)CCC43)C2)cc1 (configuration not stated)	95	99	107	123	91	99	106	104	93
Cc1cc(N2CCN(CC(=O)Nc3ccc4c(ccn4Cc4ccccc4)c3)CC2)nc(Cl)n1	94	71	67	93	63	93	87	91	70

The listing continues.
SMILES	RXF 393	PC-3	A498	TK-10	UO-31	786-0	SN12C	ACHN	CAKI-1
CC(O)C(=O)OCCOc1ccc(Cl)cc1Cl (configuration not stated)	116	88	76	95	86	96	90	100	102
O=C(c1ccc(F)cc1)c1ccc(F)cc1	118	nt	131	125	80	105	87	108	99
COc1ccc(Nc2ncnc3c2ncn3Cc2nnc3c4ccccc4c(Cl)nn23)cc1	88	83	87	122	67	98	90	63	89
Nc1cccc2cnccc12	144	83	111	111	53	112	86	94	99
O=C(Cn1nncc1CN1C(=O)CSC1=O)Nc1ccc(F)c(Cl)c1	118	96	116	95	87	100	99	102	94
CCCC(NC(=O)OCc1ccccc1)C(=O)O (configuration not stated)	91	94	80	117	65	108	74	108	83
CN(C=O)c1ccc(CSc2ccccc2)cc1	120	98	88	101	79	99	101	101	93
O=C(C=C(c1ccccc1)c1ccccc1)Oc1ccccc1	120	69	84	118	95	100	101	104	105
CCOC(=O)c1c(NC(=O)c2ccc(C(C)(C)C)cc2)sc2cc(O)ccc12	115	105	89	129	70	-92*	100	97	86
